High-throughput results as filed in PubChem BioAssay.
TNF necrop inh = TNF-alpha cell death inhibition in Jurkat FADD-/- cells; Jurkat FADD-/- TNF necroptosis rescue, ATP luminescence, 24 h; 0 = TNF only, 100 = no-TNF cells; activation (protection from cell death), % at 10 µM; actives 0.068% (n = 220,000); AID 463075;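 active = activation, meaning protection from cell death, of at least 50% relative to plate controls; inactive = activation below 50%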;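 also: necroptosis triggered by 40 ng/mL TNF-alpha added together with compound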
Runt-CBFb FRET = inhibitors of human RUNX1 Runt domain binding to CBFb | Q01196+Q13951 | Cerulean-Runt/Venus-CBFb FRET ratio 530/480, 1 h | inhibition, % at 20 µM | actives 0.46% (n = 220,000);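 active = inhibition over about 50% at 20 µM in the single-dose screen, limit read from the data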;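 also: 0% = DMSO wells and 100% = excess unlabeled CBFb competitor control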
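Assay system: Cerulean-Runt domain fusion protein, energy donor; Signal: fluorescence energy transfer, 422 nm excitation, 530/480 nm emission; Timing: 1 h compound exposure, room temperature; Control set: unlabeled CBFb; Medium: Tris buffer pH 7.5 with salts and BSA; Compound: single test concentration of 20 µM, 1% DMSO final; Probe or stimulus: Venus-CBFb 100 nM.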
Runt-SMMHC FRET = blocks binding of human RUNX1 Runt domain to CBFb-SMMHC; inhibition, % at 20 µM; Q01196+Q13951; Cerulean-Runt/Venus-CBFb-SMMHC FRET ratio 530/480, 1 h; AID 1434; actives 0.74% (n = 220,000);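 active = mean inhibition across duplicate retests at 20 µM reaching about 50%, limit read from the data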;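 also: 0% = DMSO wells and 100% = wells with excess untagged CBFb-SMMHC; inhibitors lower the FRET ratio by blocking Runt binding to CBFb-SMMHC; some results filed as inactive read as strong as hits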
PERK inh = inhibitors of human PERK kinase; actives 0.17% (n = 220,000); AID 1416; inhibition, % at 5.6 µM; Q9NZJ5; CHO PERK-DD fusion, SEAP luminescence translation reporter;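 active = inhibition above the mean inhibition of all tested compounds plus 3 SD, set separately per screening campaign, cut at about 2.9% in these data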;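 also: PERK kinase domain activated by AP20187 dimerizer at 100 nM; 0% = DMSO with dimerizer and 100% = rapamycin at 8.4 µM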
Target sequence (Q9NZJ5 whole entry, looked up, the tested form may be a part): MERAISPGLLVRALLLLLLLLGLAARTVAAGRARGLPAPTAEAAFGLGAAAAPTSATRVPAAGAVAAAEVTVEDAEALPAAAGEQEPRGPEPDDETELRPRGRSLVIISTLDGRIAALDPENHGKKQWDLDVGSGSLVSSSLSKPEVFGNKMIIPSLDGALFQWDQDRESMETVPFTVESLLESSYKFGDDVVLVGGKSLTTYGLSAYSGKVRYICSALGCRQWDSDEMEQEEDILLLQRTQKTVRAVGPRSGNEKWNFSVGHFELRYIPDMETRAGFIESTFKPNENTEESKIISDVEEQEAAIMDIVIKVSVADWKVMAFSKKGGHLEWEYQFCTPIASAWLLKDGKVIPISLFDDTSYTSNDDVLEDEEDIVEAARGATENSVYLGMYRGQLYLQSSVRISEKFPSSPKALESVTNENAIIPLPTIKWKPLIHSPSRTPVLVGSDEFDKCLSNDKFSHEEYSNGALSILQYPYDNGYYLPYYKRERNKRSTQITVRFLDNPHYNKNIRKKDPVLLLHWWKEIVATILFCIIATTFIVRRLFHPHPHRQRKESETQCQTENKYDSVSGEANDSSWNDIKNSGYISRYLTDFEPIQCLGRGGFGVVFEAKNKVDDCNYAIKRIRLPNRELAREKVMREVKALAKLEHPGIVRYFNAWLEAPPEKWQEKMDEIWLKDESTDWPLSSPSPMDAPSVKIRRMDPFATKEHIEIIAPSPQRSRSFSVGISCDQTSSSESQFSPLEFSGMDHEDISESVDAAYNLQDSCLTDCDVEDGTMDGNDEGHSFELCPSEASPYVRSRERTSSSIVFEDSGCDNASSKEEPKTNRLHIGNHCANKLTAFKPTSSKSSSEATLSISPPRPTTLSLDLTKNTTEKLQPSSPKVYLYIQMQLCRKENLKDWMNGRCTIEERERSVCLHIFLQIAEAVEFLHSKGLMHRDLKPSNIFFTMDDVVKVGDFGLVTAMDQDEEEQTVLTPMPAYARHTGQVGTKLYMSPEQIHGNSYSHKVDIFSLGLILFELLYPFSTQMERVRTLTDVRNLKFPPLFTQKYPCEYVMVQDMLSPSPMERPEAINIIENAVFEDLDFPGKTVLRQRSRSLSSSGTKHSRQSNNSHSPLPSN
RBBP9 inh = human RBBP9 hydrolase inhibition. recombinant RBBP9, FP-Rh probe fluorescence polarization. inhibition, % at 7.94 µM. actives 0.2% (n = 220,000). AID 1515;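 active = inhibition above the campaign mean of all tested compounds plus 3 SD, cut at about 14% in these data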;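 also: plate controls were DMSO wells with RBBP9 for no effect and wells lacking RBBP9 protein for full effect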
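Test system: recombinant human RBBP9. Quantity: 2.5 µM RBBP9 dispensing solution, before mixing. Detection: FP readout at 525/598 nm. Reagent: Serine-hydrolase probe FP-Rh, 375 nM pre-mixing. Measure: % inhibition. Control set: DMSO-treated enzyme wells and wells lacking RBBP9. Buffer or medium: Tris-NaCl-Pluronic buffer, pH 8.0. Times: preincubation 30 min plus labeling 45 min at 25 °C.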
PGE2 EP2 inh = inhibitors of human EP2 prostaglandin E2 receptor | P43116 | inhibition, % at 25 µM | C6 glioma cells expressing human EP2, cAMP TR-FRET; cells stimulated with saturating PGE2 | actives 0.52% (n = 260,000);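 active = percent inhibition above 40 after rounding to a whole number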;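 also: rat C6 glioma host cells with rolipram phosphodiesterase inhibitor present; the protocol text gives 20 µM as final concentration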
Hck-Nef inh = inhibitors of human Hck kinase activated by Nef | actives 0.68% (n = 220,000) | AID 463187 | inhibition, % at 20 µM | Recombinant Hck-YEEI plus Nef, Z-Lyte FRET kinase assay | P08631;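 active = Hck-Nef kinase inhibition above about 50%, limit read from the data; inactive = inhibition below that limit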;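 also: 0% = DMSO with Hck plus Nef and 100% = Hck alone without Nef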
EP2 mod = modulators of human EP2 prostaglandin E2 receptor; P43116; EP2-expressing cells, cAMP HTRF FRET, PGE2 co-stimulation; induction, % at 25 µM; actives 0.83% (n = 260,000);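 active = compounds whose cAMP rise, as percent of the full-agonist control response, exceeds 60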;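 also: rat C6 glioma line stably carrying human EP2 under a CMV promoter; the protocol text gives 20 µM as final concentration; 100% = response of wells given 1 µM PGE2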
zVAD death inh = blocks zVAD induced death of L929 cells. L929 zVAD necroptosis rescue, ATP luminescence, 24 h; with zVAD 60 µM. viability rescue, % at 10 µM. actives 0.38% (n = 220,000);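 active = activation, scaled between plate controls, above about 75%, limit read from the data; inactive = activation under that limit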;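 also: 0% = zVAD with DMSO and 100% = DMSO alone without zVAD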
* = called active by the depositor; / = no result given; & = joins results of further samples.

Value order – TNF necrop inh, Runt-CBFb FRET, Runt-SMMHC FRET, PERK inh, RBBP9 inh, PGE2 EP2 inh, Hck-Nef inh, EP2 mod, zVAD death inh
- Cc1ccc(S(=O)(=O)c2cc3cc(Br)ccc3oc2=O)cc1
→ 2.1, -8, -49, 0.6, -9, 13, 3, 9, 0.8
- O=C(NNC(=O)C1[C@H]2CCCC[C@@H]12)Nc1cccc2ccccc12 (stereo partly drawn)
→ 0.9, 2, -1, 1.6, -2, 9, -8, 10, 0.4
- CCc1nnc(NC(=O)CSc2nccn2-c2cc(C)cc(C)c2)s1
→ -3.8, 2, 3, 0.5, 1, 3, 4, 9, 0.6
- CCC1=Nc2ccccc2NC2=C1C(=O)CCC2
→ 1.5, 2, -8, -1.4, 2, 19, 1, 11, 1.2
- COCCNC(=S)NNC(=O)c1ccc(-n2cnnn2)cc1
→ -0.4, 1, -1, 0.1, -4, 2, 23, 19, 0.2
- CC(C)CC(=O)NC(=S)NNC(=O)c1ccc(NC(=O)C2CCCCC2)cc1
→ -2.2, -4, -3, 0.9, -2, 10, 1, -3, 4.7
- CC(C)=NNc1nc2sc3c(c2c(=O)[nH]1)CC(C)(C)OC3
→ 1.6, -26, -91, 0.2, -2, 4, 5, -6, 0.9
- CCOC(=O)Nc1ccc(C(=O)Oc2ccccc2)c(O)c1
→ 1.1, -2, 3, 1.0, -11, 9, 0, 34, -0.4
- COc1ccc(CNC(=O)c2cnc3n(c2=O)CCS3)cc1
→ 0.2, 1, 2, 0.5, -5, 9, 16, 4, 0.3
- O=C(CNC(=O)c1ccc(S(=O)(=O)N2CCCC2)cc1)N/N=C/c1ccc(Cl)cc1
→ 4.5, -4, 6, -0.5, -7, 12, 4, -3, 1.6
- Brc1ccc(-c2cn3cccnc3n2)cc1
→ -0.7, -1, 1, 0.2, -3, 7, -2, -16, 0.7
- CCOc1ccc(S(=O)(=O)NCc2ccccc2)cc1C(N)=O
→ -0.3, 2, -3, 1.6, -3, 4, 1, -19, -1.2
- c1ccc(CCNc2nc(-c3cccnc3)cs2)cc1
→ -1.6, 1, 0, 1.3, -4, 1, 8, -21, 0.2
- O=C(O)c1cc(-c2ccc(Cl)s2)nc2ccccc12
→ -0.3, 2, 1, 0.7, -5, 36, 1, 19, 3.2
- NCC12CC3CC(CC(O)(C3)C1)C2
→ -0.3, -1, -2, 1.0, -8, 5, -4, 22, 1.1
- CCOC(=O)/C(=N/Nc1ccccc1)Sc1nnc(CCc2ccccc2)n1-c1ccccc1
→ -0.1, -5, 2, -0.6, -7, 0, 3, 45, 0.0
- CNC(=O)Cc1csc2ccc(Cl)cc12
→ -1.4, -1, 1, 0.4, 0, 10, 1, -24, 0.0
- CCOC(=O)c1cc(-c2ccccc2)sc1NC(=O)C(C)Sc1nnc(C)s1 (stereo not drawn)
→ 1.7, -7, -4, -0.4, -12, 1, 0, 21, 0.9
- CCOC(=O)CCn1nnc(N)n1
→ -0.1, 2, 1, 0.7, 1, -3, -2, 6, 1.0
- COc1cc(/C=C/C(=O)NNc2c(F)c(F)cc(F)c2F)ccc1OC(F)F
→ 0.6, 2, 2, -0.4, -4, 24, -1, -20, -0.3
- O=C(Cn1c2ccc(F)cc2c2nc3n(c(=O)c21)CCS3)Nc1ccccc1F
→ -0.7, -2, 2, -0.3, -3, 16, 29, -9, -1.2
- Cn1c(NC(=O)c2cccc(C(F)(F)F)c2)cc(=O)n(C)c1=O
→ -1.0, -1, 2, 1.2, 1, 10, 1, 6, -0.4
- Cc1nn(Cc2c(F)c(F)c(F)c(F)c2F)c(C)c1NC(=O)c1ccc(COc2cc(Cl)ccc2Cl)cc1
→ -12, 0, 0, 0.2, -2, 8, -1, 4, -0.1
- Cc1nn(-c2ccccc2)c(Cl)c1/C=N/NC(=O)c1ccco1
→ -4.8, 0, 3, 0.3, -11, 7, -1, 31, -0.1
- CCCc1ccc(OCCNC(=O)CC)cc1
→ -1.3, -1, -4, 0.4, 0, 3, 7, 9, 0.6
- CCOC(=O)C1(Cc2ccccc2Cl)CCN(S(C)(=O)=O)CC1
→ -0.5, 1, 4, -0.6, -6, 7, 19, -2, -0.4
- CCc1nc(Sc2nc(C)cc(C)n2)c2oc3ccccc3c2n1
→ -14, 0, 0, 0.1, 0, 13, 1, 29, -0.4
- Cc1ccccc1NC(=O)c1c(C)[nH]c(=S)c(C#N)c1-c1ccc(Cl)cc1
→ 1.3, 19, 6, 0.4, -3, 6, -2, 19, -0.5
- CCNc1nc(Cl)nc(NNC(=O)C(C)Oc2ccccc2)n1 (stereo not drawn)
→ -0.1, 5, 3, 0.8, 6, 5, 3, 11, 1.0
- CC(C)(ONC(=O)Nc1ccccc1Cl)C(=O)O
→ 2.3, 0, -9, 0.4, -4, 16, -1, 26, 0.7
- Cc1ccc(S(=O)(=O)C2(C(=O)NC3CCCC3)CC2)cc1
→ -1.6, 0, -1, -0.6, -6, 4, 0, -10, -0.3
- c1ccc(CSc2nnc(-c3ccccn3)n2-c2ccccc2)cc1
→ -0.1, 0, 1, -2.1, 6, 21, 1, 24, 0.6
- COC(=O)c1ccccc1NC(=O)Cn1nc(C(F)(F)F)c2c1CCC2
→ -3.4, -2, 2, 0.6, 4, 11, 0, 41, -0.3
- CCN1CCN(CCCNC(=O)c2cn(CCOC)c(=O)c3c2c2ccccc2n3C)CC1
→ 0.7, 0, 4, 0.5, -11, 7, 0, -8, -0.4
- NS(=O)(=O)c1cccc(NC(=O)COC(=O)CC2CC3CCC2C3)c1 (stereo not drawn)
→ 2.4, -1, 1, -0.6, 6, 4, 27, -69, -0.2
- CN(C)C1=C(Cl)C(=O)N(c2ccc(Cl)c(Cl)c2)C1=O
→ -2.5, 13, -4, 1.2, 4, 5, 34, 16, 0.6
- CCOC(=O)C1CCN(C(=O)c2cccc(NS(=O)(=O)c3ccc(F)c(F)c3)c2)CC1
→ -0.3, -1, 0, 0.7, -2, 6, 3, 13, 2.2
- O=C(c1nc2ccccn2c1CN1CCN(c2ccccc2O)CC1)N1CCCC1
→ 0.6, 1, 0, -1.5, -2, 5, 11, -5, -0.7
- CCS(=O)(=O)N1CCCC(C(=O)NCc2ccccc2Cl)C1 (stereo not drawn)
→ -0.9, 2, -2, 0.6, 2, 9, 3, 23, -0.4
- CCOC(=O)N1CCC(NC(=O)c2cc(C(=O)NCC(OC)OC)ccc2CO)CC1
→ 0.6, 1, 0, 1.1, 2, 5, 1, 5, 0.5
- NNc1ccc(S(=O)(=O)N2CCCCC2)cn1
→ -0.5, 3, 3, 0.2, -2, 4, 14, 22, 0.9
- Cc1ccc(NC(=O)COC(=O)C2CC2C)c(S(=O)(=O)N2CCCCC2)c1 (stereo not drawn)
→ -4.1, -2, 0, 0.9, -7, 14, 0, -31, -0.3
- CC1CCc2nc3ccc(S(=O)(=O)N4CCC(C(=O)N5CCCCC5)CC4)cc3c(C(=O)O)c2C1 (stereo not drawn)
→ 0.9, 4, 2, -1.0, -9, 13, 0, 4, 1.3
- N/C(=N\OC(=O)c1cccs1)c1cccc(Br)c1
→ -0.5, 0, -3, 0.5, -5, 11, -5, -38, 1.8
- CC(C)OC(=O)CSc1nc(Cc2ccccc2)nc2ccccc12
→ 1.3, -6, 2, -0.7, -6, 7&12, 21, 74*, 2.1
- COc1ccc(-c2nc(C#N)c(NCc3ccc(F)cc3)o2)cc1OC
→ 1.0, -6, 3, -1.3, -1, -3, 0, -39, 1.1
- CC(Sc1nnc(-c2cccs2)n1-c1ccccc1)C(=O)NCc1ccc2c(c1)OCO2 (stereo not drawn)
→ -1.2, -1, 3, -0.9, -2, 10, -17, 43, 0.0
- Cc1cccc(-c2cc(C(=O)Nc3ccc4c(c3)OCCO4)c3ccccc3n2)c1
→ -8.2, -2, -7, 1.3, 0, /, 2, -1, 0.6
- Cc1ccc(N/C=C(\[N+](=O)[O-])S(=O)(=O)c2ccccc2)cc1
→ -3.6, 2, -5, 0.5, -2, 7, 24, 3, 1.1
- CCCCNC(c1ccccc1)c1ccncc1 (stereo not drawn)
→ 1.4, 3, 1, 0.1, 2, -1, -1, 10, 0.3
- O=[N+]([O-])c1ccc(N2CCOCC2)c(S(=O)(=O)N2CCOCC2)c1
→ 0.7, 0, 1, -0.2, -8, 6, -16, 2, 0.9
- Cc1cc(C(=O)C(C)OC(=O)C2=NNC(=O)CC2)c(C)n1-c1ccc(OC(F)F)cc1 (stereo not drawn)
→ -7.1, -1, 1, 1.0, 10, 4, 3, 24, 0.2
- CCOC(=O)CSc1nc(N)nc(C)c1Cl
→ -0.6, /, /, -0.2, -5, 6, 26, 12, 6.8
- CNC(=O)COc1ccccc1C(=O)Nc1ccc2c(c1)oc1ccccc12
→ 3.2, 0, 0, -1.8, -9, 3, -18, -48, 2.9
- CCC(C)[C@H](NC(=O)NCCCn1ccnc1)C(=O)OC (stereo partly drawn)
→ 1.3, -1, -7, 1.1, -6, 6, 3, 14, 0.5
- CC1=C(C)CC(C(=O)Nc2nc(-c3ccc(F)cc3)c(C)s2)C(C(=O)O)C1 (stereo not drawn)
→ 1.1, -1, -1, 0.6, 1, 6, 1, -5, 0.9
- CCSc1nnc(-c2ccc(OC)cc2)o1
→ -1.1, -2, 1, 1.0, -6, 20, 0, 30, -0.1
- C=C1SC(Nc2c(C)cc(C)cc2C)=NC12CCCCC2
→ -7.2, 0, -1, -0.3, -1, 12, 5, -17, -0.7
- CCCn1nnc2ccccc2c1=O
→ -1.1, -2, -8, 0.8, -12, 5, 0, 19, -0.1
- CCOc1ccc(NC(=O)NC23CC4CC(CC(C4)C2)C3)cc1
→ 2.6, 2, -3, 0.1, 8, 9, 1, -59, 88*
- CC(Oc1ccccc1)C(=O)NC1CCN(Cc2ccccc2)CC1 (stereo not drawn)
→ -0.7, 2, 0, 0.8, -5, 16, 1, -10, -0.1

Only part of the results is shown; the hit share may differ from the screen's.
